FLuc counter = inhibits or activates purified firefly luciferase, miR-21 counter-screen; P08659; hit rate 6.9% among 360,000; Potency, µM (series often up to 57.5 µM), for inactives: top-dose activity change, negative = inhibition, most hits filed as inhibitors; purified FLuc, Km substrates, luminescence inhibition;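 further: plate controls were vehicle for no effect and reference inhibitor for full effect; nearly all actives have a fitted effect of over 55% in size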
Target sequence (P08659 whole entry, looked up): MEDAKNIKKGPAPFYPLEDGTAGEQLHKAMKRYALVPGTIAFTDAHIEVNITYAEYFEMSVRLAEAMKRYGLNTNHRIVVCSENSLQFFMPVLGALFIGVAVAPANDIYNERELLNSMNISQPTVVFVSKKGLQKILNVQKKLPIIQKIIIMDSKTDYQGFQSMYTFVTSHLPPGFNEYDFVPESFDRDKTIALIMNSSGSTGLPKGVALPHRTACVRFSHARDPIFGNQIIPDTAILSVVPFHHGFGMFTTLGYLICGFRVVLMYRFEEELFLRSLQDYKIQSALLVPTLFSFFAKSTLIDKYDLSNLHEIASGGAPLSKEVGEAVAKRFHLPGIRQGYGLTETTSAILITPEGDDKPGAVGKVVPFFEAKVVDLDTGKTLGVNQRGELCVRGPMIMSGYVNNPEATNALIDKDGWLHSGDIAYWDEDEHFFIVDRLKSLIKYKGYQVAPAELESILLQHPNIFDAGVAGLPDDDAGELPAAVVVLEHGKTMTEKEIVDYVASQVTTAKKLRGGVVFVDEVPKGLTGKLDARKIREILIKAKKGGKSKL
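Purified P. pyralis luciferase, 10 nM final, with Km-level 10 uM D-luciferin and 10 uM ATP in 50 mM Tris acetate pH 7.5, 10 mM Mg acetate, 0.01% Tween-20, 0.05% BSA; 6-point qHTS titration about 60 µM downward; luminescence read.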
RORg inh = inhibitors of mouse ROR gamma transcriptional activity | P51450 | Drosophila S2 Gal4-RORgamma UAS-luciferase reporter, 20 h | Potency, µM (top dose mostly 53.6 µM), for the others: at the top dose activity change, negative = inhibition, usual class: inhibitors | hit rate 5.4% among 310,000 | AID 2551; further: on the % scale 0 is the no-effect control and ±100 the full control effect; nearly all actives have a fitted effect of over 60% in size
Target sequence (P51450 whole entry, looked up, the tested form may be a part): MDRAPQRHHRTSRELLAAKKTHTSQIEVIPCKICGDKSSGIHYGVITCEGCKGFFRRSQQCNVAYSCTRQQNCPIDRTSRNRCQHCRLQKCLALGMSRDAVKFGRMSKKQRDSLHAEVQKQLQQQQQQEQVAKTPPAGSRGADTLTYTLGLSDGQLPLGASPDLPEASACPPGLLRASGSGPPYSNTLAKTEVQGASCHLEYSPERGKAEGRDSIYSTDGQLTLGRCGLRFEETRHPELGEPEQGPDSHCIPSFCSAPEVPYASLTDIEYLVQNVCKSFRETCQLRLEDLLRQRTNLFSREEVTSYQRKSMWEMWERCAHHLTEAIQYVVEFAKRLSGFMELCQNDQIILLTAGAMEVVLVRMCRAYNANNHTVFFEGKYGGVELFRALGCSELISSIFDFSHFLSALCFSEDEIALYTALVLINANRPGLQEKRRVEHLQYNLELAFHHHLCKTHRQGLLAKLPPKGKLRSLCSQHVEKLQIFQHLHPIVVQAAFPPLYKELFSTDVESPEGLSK
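In this cell-based reporter format, copper sulfate (700 uM final) drives Gal4–ROR gamma fusion expression from a metallothionein promoter in Drosophila Schneider cells; compounds preincubated 1 hr, reporter read after 20 hr at ambient temperature.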
Rab9 prom act = activators of Rab9 promoter. hit rate 2.8% among 320,000. Potency, µM (titrated, usually from 9.22 µM), for inactives: at the top dose activation, negative = inhibition, hits mostly activators. Huh7 Rab9 promoter-luciferase reporter, luminescence, 24 h; further: % of control where 0% means no effect; nearly all actives have a fitted effect of over 60% in size
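Huh7 cells stably carrying Rab9 promoter–luciferase reporter, plated 1500 cells/well, compound added after 2 h and incubated 24 h at 37 °C; luciferase luminescence then read after 10 min with detection reagent.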
p53 reactivator = mutant p53 re-activation in reporter cells; Potency, µM (titrated, usually from 92.2 µM), for the others: at the top dose activity change, positive = activation, actives largely listed as activators; H1299 p53-A138V BP100-luciferase reporter, luminescence, 24 h; hit rate 0.063% among 320,000; further: % of control where 0% means no effect; nearly all actives have a fitted effect of over 45% in size
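H1299 (p53-null), stable ts p53-A138V + BP100-Luc; 1000 cells/well, Opti-MEM/10% FBS; cpd 4 pt, 1:5; 24 h, 37 deg C, 5% CO2; detection reagent 10 min RT; luminescence.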
VP16 counter = counter-screen for ROR gamma inhibitors: Gal4-VP16 reporter | Drosophila S2 Gal4-VP16 UAS-luciferase, luminescence, 20 h | Potency, µM (titrated, usually from 53.6 µM), for inactives: at the highest dose activity, negative = inhibition, most hits filed as inhibitors | hit rate 3.5% among 310,000 | AID 2546;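 further: Gal4-VP16 expression switched on by copper sulfate through the metallothionein promoter; on the % scale 0 is the no-effect control and ±100 the full control effect; nearly all actives have a fitted effect of over 50% in size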
uPA surface inh = inhibitors of cell surface uPA generation; cell surface uPA generation assay, qHTS; Potency, µM (titrated, usually from 38.3 µM), for inactives: at the highest dose activity change, negative = inhibition, most hits filed as inhibitors; hit rate 0.31% among 330,000; AID 540303; active means well fitted inhibition curve with a large enough effect; inconclusive means small, poorly fitted or top-dose-only effect; inactive means no such curve, though single readings can be large or run the other way; tested in mouse RAW 264.7 cells; further: on the % scale 0 is the no-effect control and ±100 the full control effect; nearly all actives have a fitted effect of over 55% in size
ELG1 genotox = genotoxicity induction in ELG1-luciferase HEK293T cells. HEK293T ELG1-luciferase reporter, luminescence, 16 h. hit rate 1.3% among 330,000. Potency, µM (highest dose often 46 µM), for the others: top-dose activity change, positive = activation, actives largely listed as activators; further: % of control where 0% means no effect; nearly all actives have a fitted effect of over 60% in size
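Cells (2,000/well) expressing the ELG1-luciferase fusion are dosed by pin tool and kept 16 hr at 37 °C, 5% CO2. Signal comes from ONE-Glo luciferase reagent after 30 min at room temperature.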
NPC1 promoter act = activators of NPC1 promoter; Huh7 NPC1 promoter luciferase reporter, 24 h; Potency, µM (highest dose often 9.22 µM), inactives show at the highest dose activation, hits mostly activators; hit rate 2.4% among 320,000; AID 485313;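 further: % of control where 0% means no effect; nearly all actives have a fitted effect of over 60% in size; reporter is driven by a mutant NPC1 promoter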
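Luminescence read-out of NPC1 promoter-driven luciferase in stably transfected Huh7 cells; compounds delivered in DMSO and left 24 h at 37C, 5% CO2, qHTS titration format.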
BRCA1 expr act = increases BRCA1 expression; Potency, µM (top dose mostly 46.1 µM), for inactives: at the top dose activation, hits mostly activators; MCF7-BRCA1-FFLuc reporter, luminescence, 48 h; response scale: scaled: vehicle 0%, 10 µM genistein 100%; hit rate 1.1% among 380,000; further: nearly all actives have a fitted effect of over 80% in size; some results filed as inactive show a strong effect at the top dose
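Luminescence from a BRCA1-driven firefly luciferase in MCF7 cells was read after 48 h compound exposure at 37 C. Data normalized against DMSO and a 10microM genistein activation control, then curve-fitted across the titration.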
MBNL1-CUG inh = MBNL1-poly(CUG) RNA binding inhibition. AID 2675. TR-FRET MBNL1-His/biotin-(CUG)12 binding, 665/545 ratio. Potency, µM (highest dose often 57.5 µM), without a hit: top-dose activity change, negative = inhibition, actives largely listed as inhibitors. hit rate 0.036% among 280,000. Q9NR56; active means well fitted inhibition curve with a large enough effect in the signal ratio, with a control signal flat, not every such curve was filed as active; inconclusive means small, poorly fitted or top-dose-only effect, or effect the other way, or a change in a side signal; inactive means no such curve, though single readings can be large or run the other way; the % refers to the signal ratio; further: on the % scale 0 is the no-effect control and ±100 the full control effect
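Ratiometric TR-FRET (665 over 545 nm, excitation 340 nm) tracks disruption of MBNL1-His/biotin-(CUG)12 complex after 60 min at room temperature, with compounds at 92 nM to 58 uM final.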
Numbers without * were called inactive; ? = inconclusive; / = no result given; & = joins results of further samples; [ ] = dose if it differs, or a comment. Unless noted, the call rests on the fitted dose curve; in most records, active means well fitted curve in the direction sought with a large enough effect; inconclusive means small, poorly fitted or top-dose-only effect, or another doubt; inactive means no such curve, though single readings can be large; an effect the other way counts as inactive or inconclusive. Potency means the concentration at half of the fitted maximal effect.

SMILES	FLuc counter	RORg inh	Rab9 prom act	p53 reactivator	VP16 counter	uPA surface inh	ELG1 genotox	NPC1 promoter act	BRCA1 expr act	MBNL1-CUG inh
O=C1C=C(c2cccc3c2oc2ccccc23)C[C@@H](c2ccc(F)cc2)C1	0%	/	-2%	-1%	/	6%	-2%	4%	-24%	/
Cc1ccc(S(=O)(=O)N2CCN(C(=O)COC(=O)COc3cccc4c3OC(C)(C)C4)CC2)cc1	-1%	/	-3%	0%	/	-3%	-18%	-4%	-11%	/
O=C(Nc1cccn2ncnc12)C(Cl)Cl	1%	3%	-2%	7%	5%	-1%	-3%	1%	-16%	-3%
Cc1cc(/C=C2/C(=N)N3C(c4ccccc4)=CSC3=NC2=O)c(C)n1-c1ccccc1	2.4µM*	?	12%	23%	13%	-5%	-1%	16%	19%	3%
N#Cc1cccc(NC(=O)CSc2sc3c(O)cc(=O)[nH]c3c2C#N)c1	4%	-1%	-3%	8%	-4%	4%	-4%	-4%	-1%	?
CC(C(=O)NC(=O)NCc1ccccc1)N1C(=O)c2ccccc2C1=O (stereo not given)	6%	11%[0.365 µM]	-4%	2%	/	4%	0%	3%	-9%	-1%
CC(C)(C)c1ccccc1OCC(=O)Nc1ccccc1C(=O)NCc1cccnc1	-1%	13%	-10%	-5%	3%	12%	-15%	-4%	-52%	-4%
CCOc1ccccc1C(=O)NCCCN1CCN(CCCNC(=O)c2ccccc2OCC)CC1	1%	1%	-7%	20%	3%	-1%	-2%	-5%	8%[1.84 µM]	2%
COc1ccccc1CNC(=O)C1CCC1	2%	-13%	-1%	9%	0%	1%	0%	-2%	-13%	-23%
CC(=O)c1ccccc1NC(=O)COC(=O)C1=NN(c2ccccc2)C(=O)CC1	0%	/	3%	2%	/	1%	0%	-4%	6%	/
CNC(=O)COC(=O)c1cccnc1SC	1%	1%	-1%	0%	2%	4%	0%	1%	-6%	-5%
CN(C)C(CNC(=O)CCOc1ccccc1)c1ccco1 (stereo not given)	-3%	4%	1%	9%	8%	14%	3%	0%	-1%	4%
Cc1ccc(NC(=O)NCC2CCN(Cc3cc(C)ccc3Cl)CC2)c(C)c1	1%	3%	-14%	2%	-5%	-7%	-12%	-1%	0%	6%
O=C(NCc1ccccc1Cl)C1CCN(c2ncnc3c2nc2n3CCCCC2)CC1	-2%&-10%	-8%	-5%	4%	-8%	4%	-8%	-8%	4%	-4%
COc1cccc(-c2cc(C(=O)NCCCN3CCOCC3)no2)c1	-5%	-29%	-9%	4%	-7%	/	-1%	2%	-18%	-1%
Cc1cc(C=O)c(C)n1-c1cc(C(F)(F)F)ccc1N1CCOCC1	-2%	?	/	/	-17%	-3%	/	/	-33%	3%
CN(C(=O)c1ccc(F)cc1)c1ccccc1C(=O)NCc1ccccc1	-3%	13%	-1%	-6%	0%	-10%	-2%	1%	-8%	1%
CCCNC(=O)COC(=O)/C(C#N)=C/c1cc(C)n(CCC)c1C	0%	11%	14%	5%	26%	3%	16%	-1%	-22%	/
Cc1cccc([C@@H]2[C@@H]3C(=O)N(Cc4ccccc4)C(=O)[C@@H]3[C@]3(Cc4ccc(Cl)cc4)C(=O)N(c4ccc(Br)cc4)C(=O)N23)c1	1%	17%	-3%	/	6%	17%	1%	-11%	-19%	5%
COc1ccc(CNC(=O)CN2C(=O)COc3ccc(S(=O)(=O)NC4CCCC4)cc32)cc1	-8%&-10%	-10%	3%	-1%	-5%	-5%	-1%[9.26 µM]	-3%	-4%	3%
O=C(Nc1cccc(Cl)c1)Nc1nccs1	19µM*	-11%&-11%	?	?	9%&-11%	0%	-1%&4%	?	19%[1.84 µM]	-2%
CCN(CC)CCCN(Cc1cc2cc3c(cc2[nH]c1=O)OCO3)C(=S)NCc1ccco1	-1%	12%	-7%	1%	-5%	-7%	4%	-5%	-10%	-2%
CCOc1ccc(-c2nc(CSCC(=O)N3CCN(C(=O)c4ccco4)CC3)c(C)o2)cc1	19µM*	-36%	21%	1%	5%	8%	-1%	30%	7%	7%
COc1ccc(C(=O)c2cn[nH]c2-c2cc(C)ccc2O)cc1	1%	1%	-2%[1.84 µM]	-2%	0%	-8%	-4%	-6%	-1%	-2%
CC1(C)CC(=O)C(CC(=O)Nc2ccc(S(N)(=O)=O)cc2)=C(O)C1	1%	-6%	-4%	1%	-6%	/	0%	-4%	9%	-1%
CC1(C)C/C(=N\NC(=S)Nc2ccccc2F)c2cc(O)ccc2O1	-18%	3.2µM*	-2%	9%	?	-2%	-9%	-4%	-62%	-3%
Cc1csc2nc(CN3CCN(CC(=O)N(C)C)CC3)cc(=O)n12	3%	-3%	-2%	-2%	-10%	4%	1%	0%	0%	-9%
Cc1cc2nc3c(=O)n(C4CCCCC4)c(=O)[nH]c3nc2cc1N	-13%	7%	?	?	-13%	-3%	?	24%	64%	?
CCCCn1c(N)c(NCc2ccccc2)c(=O)[nH]c1=O	-6%	-11%	-3%	-1%	4%	0%	0%	2%	-7%	-2%
CN1C(=O)CC(N2CCN(CCN=CC3=C(O)CC(C)(C)CC3=O)CC2)C1=O (stereo not given)	6%	-4%	-4%	-27%	-5%	3%	0%	-4%	32%	0%
N#Cc1ccc(N=c2ssnc2Cl)cc1	15µM*	?	9%&-6%	23%&-10%	?	4%&-5%	0%&-3%	9%&-1%	-4%&-3%	12%
Cc1ccc(N2CCN(/N=C/c3ccccc3)CC2)cc1	6%	-18%	18%	19%	-5%	6%	4%	11%	32%	1%
CCCCN(CCCC)S(=O)(=O)c1ccc(SCC(=O)OCC)c([N+](=O)[O-])c1	8%	28%	-4%	-1%	8%	1%	4%	-3%	5%	22%
Cc1ccc(Cn2ccc(NC(=O)c3cc(C4CC4)on3)n2)cc1	?	28%	-4%	1%	-13%	-2%	-4%	2%	30%	3%
CS(=O)(=O)N(CCC#N)Cc1ccc(/C=C2\C(=O)Nc3ccccc32)o1	-1%	-3%	-6%	-1%	2%	1%	-10%	1%	2%	?
Cc1ccc(S(=O)(=O)N(CC(=O)Nc2ccc(Cl)cc2)C(=O)N2CCN(C)CC2)cc1	2%	/	4%	0%	/	-7%	-13%	1%	23%	/
Cc1ccc(OCCc2csc(N)n2)cc1	?	16%	21%	19%	-3%	-3%	12%	10%	91%	-5%
CCn1nc(C)c(CN2CCC(n3nccc3NC(=O)c3ccc4c(c3)OCO4)CC2)c1C	4%	-33%	5%	26%	-4%	9%	-1%	0%	0%	-5%
Cc1cc(-c2ccccc2)nc(Oc2cccc(C(F)(F)F)c2)c1S(C)(=O)=O	0%	2%	-3%	6%	-1%	6%	-3%	-1%	-54%	6%
NS(=O)(=O)c1ccc(N=Cc2c(O)c3ccccc3oc2=O)cc1	-3%	-11%	0%	2%	-5%	5%	-6%	-4%	1%	-3%
O=C(/C=C/c1cccc(F)c1)N1CCN(c2ncccn2)CC1	-19%	-21%	6%	0%	7%	-2%	14%	1%	2%	?
Cc1nn(-c2ccccc2)nc1C(=O)NNC(=O)c1cccc2ccccc12	?	-1%	-1%	-3%	-2%	1%	-4%	-6%	-35%	11%
CC(C)(C)n1nc2c(c1NC(=O)Cc1ccc(Cl)cc1)CS(=O)(=O)C2	4%	18%	8%	4%	4%	-19%	-1%	2%	-50%	-1%
O=C(NC1CC1)c1ccc(N2CCCCC2)c([N+](=O)[O-])c1	?	19%	19%	-3%	26%	-4%	?	16%	70%	?
Cc1ccc2c(NC(=O)C3CC3)c(C)ccc2n1	1%	7%[10 µM]	-8%	3%	-5%	/	-3%	0%	/	9%
C#Cc1ccc([C@@H]2C=C(C(=O)OCC=C)O[C@H](OCC)[C@H]2CCCO)cc1	1%	-30%	1%	-4%	-21%	4%	-10%	2%	-9%	5%
COc1cccc(C(O)Cc2nc3ccccc3n2C)c1OC (stereo not given)	-10%	-35%	0%	5%	12%	-3%	3%	1%	43%	-5%
CC1CCCCN1S(=O)(=O)c1ccc(C(=O)Nc2sccc2C(N)=O)cc1 (stereo not given)	21µM*	-43%	?	27%	?	-4%	?	?	69%	-16%
Cc1noc(C)c1COc1ccc(C(=O)NNC(=O)c2ccccc2)cc1	2%	/	-15%	0%	/	-13%	17%	-23%	-67%	/
CC(=O)NC(Cc1cccc(F)c1)C(=O)NC1CCN(C(=O)c2cccc(C)c2)CC1 (stereo not given)	2%	24%	1%	3%	16%	19%	-5%	-4%	7%	-4%

The results go on.
SMILES	FLuc counter	RORg inh	Rab9 prom act	p53 reactivator	VP16 counter	uPA surface inh	ELG1 genotox	NPC1 promoter act	BRCA1 expr act	MBNL1-CUG inh
CCOC(=O)c1[nH]c2ccc(F)cc2c1NC(=O)C1=COCCO1	2%	-1%	-1%	-2%	-1%	-6%	-3%	1%	2%	-9%
COC(=O)c1[nH]c2cccc(OC)c2c1NC(=O)CN1CC2(C)CC1CC(C)(C)C2 (stereo not given)	0%	7%	-10%	10%	2%[0.365 µM]	2%	-1%	-3%	1%	-3%
COc1ccc(OCC2CNC(=O)O2)cc1 (stereo not given)	3%	-8%	3%	2%	-2%	-1%	1%	-4%	1%	15%
COc1ccc(-c2nc3ccccc3c(=O)n2CCOc2cccc(C)c2C)cc1	2%	1%	11%	-3%	1%	5%	0%	-2%	4%	?
